Screening results deposited in PubChem by several laboratories.
FLuc inh counter = Photinus pyralis luciferase inhibition counter-screen; P08659; ATPLite firefly luciferase biochemical luminescence, 10 min; inhibition, % at 10 µM; 200,000 compounds, 1.5% hits;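 active = inhibition above about 50% when tested at 10 µM, limit read from the data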
Target sequence (P08659 whole entry, looked up): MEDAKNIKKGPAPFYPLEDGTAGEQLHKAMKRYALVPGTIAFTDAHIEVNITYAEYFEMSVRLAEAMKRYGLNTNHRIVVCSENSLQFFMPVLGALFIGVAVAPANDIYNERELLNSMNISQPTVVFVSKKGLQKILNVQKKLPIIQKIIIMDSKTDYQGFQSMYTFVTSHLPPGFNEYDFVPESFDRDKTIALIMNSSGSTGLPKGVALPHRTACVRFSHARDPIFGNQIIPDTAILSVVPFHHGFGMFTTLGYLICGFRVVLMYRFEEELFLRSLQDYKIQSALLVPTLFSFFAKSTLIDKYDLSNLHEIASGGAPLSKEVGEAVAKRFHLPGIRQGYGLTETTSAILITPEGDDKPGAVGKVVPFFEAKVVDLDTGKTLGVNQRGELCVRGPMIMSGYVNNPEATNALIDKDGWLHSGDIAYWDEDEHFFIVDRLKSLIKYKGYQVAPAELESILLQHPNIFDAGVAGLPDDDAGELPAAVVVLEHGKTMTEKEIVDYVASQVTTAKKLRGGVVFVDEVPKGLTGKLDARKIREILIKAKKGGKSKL
TNAP inh no acc = blocks human TNAP activity with no phosphate acceptor present; 200,000 compounds, 0.26% hits; inhibition, % at 20 µM; purified TNAP, CDP-star luminescence, 30 min;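 active = tissue-nonspecific alkaline phosphatase inhibition above about 50% at 20 µM in the single-dose screen, limit read from the data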;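 note: 0% = DMSO negative control and 100% = EDTA positive control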
Target sequence (P05186 whole entry, looked up): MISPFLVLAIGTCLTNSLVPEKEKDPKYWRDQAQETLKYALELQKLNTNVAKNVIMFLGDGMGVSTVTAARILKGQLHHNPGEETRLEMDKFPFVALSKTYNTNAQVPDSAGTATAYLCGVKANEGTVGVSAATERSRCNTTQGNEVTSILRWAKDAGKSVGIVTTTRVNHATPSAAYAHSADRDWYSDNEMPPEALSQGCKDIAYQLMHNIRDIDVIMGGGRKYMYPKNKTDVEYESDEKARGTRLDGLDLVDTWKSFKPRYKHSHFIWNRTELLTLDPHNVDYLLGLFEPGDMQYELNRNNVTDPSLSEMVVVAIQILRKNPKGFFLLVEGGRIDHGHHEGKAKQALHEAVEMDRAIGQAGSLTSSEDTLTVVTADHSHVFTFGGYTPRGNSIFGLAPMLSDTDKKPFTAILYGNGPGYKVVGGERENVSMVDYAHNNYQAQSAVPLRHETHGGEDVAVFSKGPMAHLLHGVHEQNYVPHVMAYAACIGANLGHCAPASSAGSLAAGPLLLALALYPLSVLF
PMI act satM6P = increases human PMI activity with near-saturating mannose 6-phosphate; 190,000 compounds, 0.34% hits; activation factor at 20 µM; coupled PMI enzyme assay, resazurin fluorescence, 20 min; active compounds read high; 1 = untreated enzyme, 0 = substrate-free blank; P34949;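 active = activation factor of 2 or more at 20 µM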
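assay system = human phosphomannose isomerase with PGI, G6PDH, diaphorase coupling enzymes | quantity = 15 ng/mL PMI | incubation = enzyme reaction with compound 20 min at room temperature | medium = HEPES pH 7.4 buffer with MgCl2 and Tween-20 | compound dosing = one concentration, 20 µM, in 1% DMSO | measured by = Diaphorase-driven resazurin-to-resorufin fluorescence, excitation 544, emission 590 nm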
bIAP activator = intestinal alkaline phosphatase (bovine) activation | purified bovine IAP, CDP-star luminescence, 30 min; active compounds read high; fold of DMSO-control signal, blank-subtracted | 200,000 compounds, 0.17% hits | activation factor at 20 µM | AID 1016;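 active = activation factor of 2 or more at 20 µM, a signal rise over negative controls twice the positive control's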
NF-kB expr up = raises NF-kB expression in human neuronal cells | NF-kB reporter expression; active compounds read high | fold change at 12.5 µM | 190,000 compounds, 1.6% hits; in the data active = fold change above about 3.3
FLuc act counter = firefly luciferase counter-screen for stimulation assays; P08659; ATPlite luciferase biochemical, luminescence, 10 min; 0 = ATP-free wells, 1 = DMSO control; activation factor at 10 µM; 200,000 tested, under 10 active; AID 1027;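 active = luciferase activation factor, scaled between plate controls, of at least 2 with compound at 10 µM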
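Material: Luciferase/luciferin reagent mix; Doses: test compounds dosed from 2 mM stocks in 100% DMSO; Schedule: 10 min incubation after luciferase reagent addition, room temperature; Measured by: luminescence from luciferase reaction; Read-out: luminescence gain marking luciferase activators.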
PMI act = increases human mannose-6-phosphate isomerase activity; P34949; purified human PMI, coupled resazurin fluorescence, 20 min; active compounds read high; 1 = vehicle control, 0 substrate-free wells; AID 1214; activation factor at 20 µM; 190,000 compounds, 0.005% hits;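 active = activation factor of 2 or more at 20 µM, relative to plate controls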
TNAP act hi DEA = TNAP (human) activation, high acceptor; activation factor at 20 µM; AID 1136; 200,000 tested, under 10 active; purified TNAP, CDP-star luminescence, 1 M DEA, 30 min; active compounds read high; 0 = EDTA background, 1 = DMSO-only activity;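 active = activation factor at least 2 at 20 µM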
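Measured by: Luminescent substrate turnover signal | Test system: Human TNAP | Input: TNAP 1/800 final | Dosing: 20 µM single point | Schedule: 30 min, room temperature | Controls: EDTA wells as negative control, DMSO wells as positive control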
APP 5'UTR act = APP 5'UTR luciferase reporter activation; SH-SY5Y APP 5'UTR luciferase reporter, luminescence; zero percent = DMSO vehicle wells; activation, % at 2 µM; 190,000 compounds, 1% hits; AID 1276;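 active = activation above a set limit, based on mean plus 3 SD of controls, cut at about 140% in these data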; note: values of inactives mirror those of a sister screen read the other way
TNAP inh hiacc = blocks human TNAP under high phosphate acceptor concentration. P05186. purified TNAP, CDP-star luminescence, 1 M DEA. inhibition, % at 20 µM. 200,000 compounds, 0.03% hits;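 active = over 50% inhibition of tissue-nonspecific alkaline phosphatase at 20 µM in the single-dose screen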;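 note: plate controls were DMSO wells for no effect and EDTA-quenched wells as full inhibition for full effect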
* marks the source's active call; other numbers are inactive results.

SMILES	FLuc inh counter	TNAP inh no acc	PMI act satM6P	bIAP activator	NF-kB expr up	FLuc act counter	PMI act	TNAP act hi DEA	APP 5'UTR act	TNAP inh hiacc
COc1ccc(CCC(=O)Nc2c(C)n(C)n(-c3ccccc3)c2=O)cc1	-3	-10	0.9	0.9	1	1	0.9	1	-17	-1
O=S1(=O)NC2CCCCCN2c2ccc(F)cc21 (configuration not stated)	-2	-6	1	0.8	0.92	1	1	1	-9	3
Cc1ccc(S(=O)(=O)N2CC(O)CC2C(=O)OCc2nc3sc(C)c(C)c3c(=O)[nH]2)cc1 (configuration not stated)	-7	-8	0.9	0.9	1	1.1	1	1	10	-3
Cc1cc(C(=O)CSc2nc(N)cc(=O)[nH]2)c(C)n1CCc1ccc(F)cc1	-9	0	0.9	0.9	0.81	1.1	1.1	1	0	-3
Oc1ccc(Br)cc1-c1cc(-c2ccccc2)n[nH]1	-2	-16	0.9	1	1.1	1	0.9	1	-3	2
Cc1nc2ccc(NC(=O)CCS(=O)(=O)c3ccccc3)cc2s1	9	-12	1	0.9	1.6	0.9	0.9	1	-5	-4
O=C(COC(=O)c1cccc(C(=O)OCC(=O)NC2CCCCC2)n1)NC1CCCCC1	0	-16	1	1	0.89	1	1	1	6	-4
COC(=O)c1ccc(C2Nc3ccc(/C(C)=N/NC(=O)C(OC)c4ccccc4)cc3C3C=CCC32)cc1 (configuration not stated)	-6	11	1.6	0.9	0.42	1.1	1.2	0.9	10	5
COC(=O)CCCCC1SCC2NC(=O)NC21 (configuration not stated)	-9	-7	1	1.1	1.1	1.1	1	1	19	-4
Cc1ccnc(NC(=O)CCC(=O)N(CC(=O)NCc2ccccc2)c2ccc3c(c2)OCO3)c1	-2	-9	1.1	1	1.2	1	1.1	1	-1	-1
Cn1c(Cn2c(=O)sc3ccccc32)nnc1SCC(=O)NC1CCCCC1	-5	-9	1.1	0.9	1.1	1.1	1.1	1	0	-2
COc1ccc(-c2cc(C(F)(F)F)nc(SCCC(=O)N3CCCC3)n2)cc1	-5	0	0.9	1.1	1.1	1.1	0.9	1	8	0
Cc1ccc(S(=O)(=O)NCCCNC(=O)N2CCOCC2)cc1	-4	-10	0.9	1	1	1	0.9	1	-4	-4
CCOC(=O)N1CCN(C(=O)c2ccc3c(=O)n(Cc4ccc(Cl)cc4)c(=S)[nH]c3c2)CC1	-1	-4	1	1.1	1	1	0.9	1	2	-2
CC(=O)CSc1nnc(Cc2ccc([N+](=O)[O-])cc2)o1	-3	-9	1	1	1.1	1	1	1	5	2

Next part (2 carried over from the part before).
SMILES	FLuc inh counter	TNAP inh no acc	PMI act satM6P	bIAP activator	NF-kB expr up	FLuc act counter	PMI act	TNAP act hi DEA	APP 5'UTR act	TNAP inh hiacc
CCOC(=O)N1CCN(C(=O)c2ccc3c(=O)n(Cc4ccc(Cl)cc4)c(=S)[nH]c3c2)CC1	-1	-4	1	1.1	1	1	0.9	1	2	-2
CC(=O)CSc1nnc(Cc2ccc([N+](=O)[O-])cc2)o1	-3	-9	1	1	1.1	1	1	1	5	2
CCOC(=O)c1cnc(-n2[nH]c(C)c(Cc3ccccc3)c2=O)[nH]c1=O	-6	-114	1.1	1.4	1.3	1.1	1.1	1	-7	0
Cc1nnc(SCC(=O)N2CCN(S(=O)(=O)c3ccc(Cl)cc3)CC2)[nH]c1=O	-4	-8	0.9	1	0.93	1	0.9	1	-7	-3
CCN(C(=O)COc1ncnc2sccc12)c1ccccc1	-5	-6	1	1.2	1.1	1	1	1	0	1
O=S(=O)(c1ccccc1)c1ccc(NCc2ccco2)cc1	-3	-13	0.8	0.3	1	1	1	1	-8	-3
CCOC(=O)C1CCCN(C(=O)CNS(=O)(=O)c2ccc(Br)s2)C1 (configuration not stated)	-2	-4	0.9	1.6	0.96	1	0.9	1	6	1
CC1(C)CC(CCNC(=O)c2ccc(-n3cnnn3)cc2)CC(C)(C)N1	-7	-12	1	0.9	0.88	1.1	1	1.1	-5	-8
Cc1ccc2c(c1)c(=O)c(Br)c(C)n2Cc1ccccc1	-5	-15	1	1	1.2	1	0.9	1	4	-2
CC[C@H](C)[C@@H]1NC(=O)c2cc([N+](=O)[O-])cc(I)c2SC[C@@H](C(N)=O)NC(=O)[C@H](CCCCN)NC1=O	2	4	1.2	1	1.2	1	1.2	1	8	4
CC(Nc1ccccc1CO)C(=O)Nc1cccc(Cl)c1Cl (configuration not stated)	-4	0	0.9	1	0.93	1	0.9	1	1	-2
O=C(COC(=O)c1cc(S(=O)(=O)N2CCCCC2)ccc1N1CCOCC1)NC1CCS(=O)(=O)C1 (configuration not stated)	-7	-6	1.1	1	1.1	1.1	1.1	1	26	-1
CC(C)c1nc2ccc(Br)cn2c1NC1CCCC1	-4	-8	0.9	0.9	1	1	0.9	1.1	-7	-8
COc1cccc(C(=O)OC2CCCN(C)C2)c1 (configuration not stated)	-5	-9	1	1	1.2	1	0.9	1	12	-2
Cc1cc(C)nc(NS(=O)(=O)c2ccc(NC(=S)NC(=O)C(C)C)cc2)n1	-2	-11	1	1	1.4	1	1.1	1	18	-1
COc1cccc(C(=O)NCC(=O)N2CCC(C)CC2)c1	5	-9	1	1	1.3	0.9	1	1.1	10	-8
CC(C)c1[nH]nc2c1C1(CCN(Cc3ccccc3)CC1)C(C#N)=C(N)O2	-8	6	0.9	1	1.7	1.1	0.9	1	24	-3
O=C(c1cc2ccc([N+](=O)[O-])cc2oc1=O)N1CCOCC1	-6	3	1	1	0.96	1.1	1	0.9	57	7
O=C(O)c1cc(Sc2ccc(Br)cc2)nc2ccccc12	0	-3	1.1	0.9	1.1	1	1.1	1	-5	0
O=S(=O)(NCC1CCCO1)c1ccc(S(=O)(=O)N(Cc2ccc(F)cc2)Cc2ccco2)cc1 (configuration not stated)	-2	-7	0.9	1	1.5	1	0.8	0.9	-20	5
CCCCC(c1nnnn1CC1CCCO1)N1CCN(c2nc3ccccc3s2)CC1 (configuration not stated)	-3	-4	1.1	1.1	0.98	1	1	1.1	0	-6
O=C(CN1CCC(C(=O)c2cccc(Cl)c2)CC1)Nc1ccc(C(=O)O)cc1	-2	-9	0.9	1	1	1	0.9	1.1	15	-7
COCCNC(=O)/C(C#N)=C/c1cn(CC(=O)NCc2ccco2)c2ccccc12	1	-11	0.8	1.1	1	1	0.9	1	0	-1
CCn1cc(C(=O)NCCCN2CCC(C)CC2)c(=O)c2cc(S(=O)(=O)N3CCCC3)ccc21	-5	-7	1	1	0.93	1	1	1	-7	-1
COc1ccc(NC(=O)NCc2cccnc2)cc1OC	0	-7	0.9	0.9	0.9	1	0.8	1	-15	1
CS(=O)(=O)N(CC(=O)Nc1ccccc1Cl)c1ccc(Cl)cc1	-2	-7	0.9	0.9	1.4	1	0.9	1.1	-4	-6
COc1cc(OC)cc(C(=O)N[C@H](C(=O)Nc2nnc(C3CC3)s2)C(C)C)c1	-7	-14	0.9	1.1	1.2	1.1	0.9	1.1	8	-7
COc1ccccc1CNC(=O)CCC(=O)Nc1nnc(C(C)C)s1	-6	3	1.1	1	1.1	1.1	1.1	1.1	-5	-6
CN(C1CCCCC1)S(=O)(=O)c1ccc(S(=O)(=O)N2CCN(CCC#N)CC2)cc1	-1	-8	0.9	0.9	1.1	1	0.9	1	-5	-2
O=c1c2ccccc2oc2nc(-c3ccco3)n(-c3ccccc3)c(=O)c12	-8	2	1	0.8	0.85	1.1	1	1.1	93	-7
CN(CC(=O)NCCc1ccc(F)cc1)Cc1cccs1	-9	-8	1	0.9	1.4	1.1	1	1	-7	-2
Cc1ccccc1-c1nc2cc(N)ccc2o1	55*	-4	0.6	1	4*	0.4	0.8	1	63	-2

Three consecutive compounds out of the list so far, quoted:
SMILES	FLuc inh counter	TNAP inh no acc	PMI act satM6P	bIAP activator	NF-kB expr up	FLuc act counter	PMI act	TNAP act hi DEA	APP 5'UTR act	TNAP inh hiacc
CS(=O)(=O)N(CC(=O)Nc1ccccc1Cl)c1ccc(Cl)cc1	-2	-7	0.9	0.9	1.4	1	0.9	1.1	-4	-6
COc1cc(OC)cc(C(=O)N[C@H](C(=O)Nc2nnc(C3CC3)s2)C(C)C)c1	-7	-14	0.9	1.1	1.2	1.1	0.9	1.1	8	-7
COc1ccccc1CNC(=O)CCC(=O)Nc1nnc(C(C)C)s1	-6	3	1.1	1	1.1	1.1	1.1	1.1	-5	-6

The list goes on:
SMILES	FLuc inh counter	TNAP inh no acc	PMI act satM6P	bIAP activator	NF-kB expr up	FLuc act counter	PMI act	TNAP act hi DEA	APP 5'UTR act	TNAP inh hiacc
Cc1cc(C)c(C)c(S(=O)(=O)NCc2ccc(C(=O)N3CCCC3)cc2)c1C	-7	-5	0.9	0.9	0.79	1.1	0.9	1	3	-1
O=C(O)c1cccc(S(=O)(=O)Nc2ccccc2-c2ccccc2)c1	-10	-14	1.1	0.9	0.96	1.1	1.2	1.1	4	-6
Cc1ccc(-n2c(=O)cc(N3CCN(Cc4ccccc4)CC3)[nH]c2=O)cc1	-10	3	0.9	0.8	1.3	1.1	0.9	1.1	9	-7
Fc1ccc(Cn2ccc(-c3cnc(-c4ccccc4)s3)n2)cc1	1	-19	0.9	0.7	2.6	1	0.9	1	18	-5
C#CCNC(=O)C1=C[C@H](c2ccc(C(F)(F)F)cc2)C[C@H](OCCCCO)O1	-5	-13	0.6	1	1	1.1	0.9	1.1	9	-6
CCOC(=O)C1=NOC(C(=O)NN(C)c2ncc(C(F)(F)F)cc2Cl)C1 (configuration not stated)	-3	-3	1	1.1	1.2	1	1.1	1	3	-1
O=S(=O)(c1cccc2ccccc12)n1nnc2ccccc21	-3	-10	1.2	0.8	1.6	1	1.1	1	13	-4
O=C(NN=C1c2ccccc2-c2ccccc21)c1cccc(Br)c1	-2	-75	0.9	0.8	1.2	1	1	0.9	-6	5
O=C(NCC1CCCO1)c1ccc2c(=O)n(CCc3ccccc3)c(=O)[nH]c2c1 (configuration not stated)	-5	-6	0.9	0.9	0.99	1.1	1	1	7	-3
N#C/C(=C\c1cn(CC(=O)N2CCCC2)c2ccccc12)C(=O)NCc1ccc2c(c1)OCO2	1	1	1	0.5	0.89	1	0.8	0.9	-9	6
CNC(=S)NCCc1ccc(OC)cc1	-3	-1	0.9	1.1	1.1	1	0.9	1	-6	2
COc1cc([N+](=O)[O-])cc(/C=N/NC(=O)C(C)Nc2cccc3ccccc23)c1O (configuration not stated)	-2	9	0.7	0.8	0.83	1	1	0.8	3	21
Cc1ccc(C)c(NC(=O)c2ccc[n+](Cc3ccc([N+](=O)[O-])cc3)c2)c1	-7	-9	1.1	0.9	0.86	1.1	1	1.1	-10	-6
CC(=O)CC1(O)C(=O)N(Cc2ccccc2)c2ccccc21 (configuration not stated)	-8	3	1	1	1.1	1.1	1	1	-35	0
CCOC(=O)C1CCN(c2c(N3CCCCCC3)c(=O)c2=O)CC1	4	-5	0.9	1	1.1	1	0.9	1	-13	2
N/C(=N\OC(=O)c1ccccc1)c1ccccn1	96*	-2	0.9	1	0.99	0	0.8	1	150*	2
C=CCN(C(=O)CCC(=O)Nc1cc(C)on1)C(C(=O)NC(C)(C)C)c1cccc(OC)c1OC (configuration not stated)	-4	-4	0.9	0.9	1.3	1	0.9	1	-2	-2
